# MC4R ag barr = human MC4R agonism via beta-arrestin. U2OS MC4R beta-arrestin complementation, luminescence; percent of melanotan II response, DMSO zero. 0.98% of 360,000 active. activation, % at 8.9 µM. AID 540308;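 active = activation above a per-plate cutoff, the mean activation of sample wells on that plate plus 3 SD, cut at about 8% in these data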
# MC4R antagonist = blocks human MC4R cAMP signaling. P32245. MC4R-expressing cells, MTII-stimulated cAMP, LANCE TR-FRET. inhibition, % at 6.5 µM. 0.48% of 360,000 active;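 active = inhibition above its plate's cutoff, the mean of tested wells on that plate plus 3 SD, cut at about 29% in these data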;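 note: 0% = Melanotan II alone and 100% = Melanotan II plus saturating MCL0020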
#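 Assay system: U2OS-MC4R stable cell line; Also added: Melanotan II; Technique: Eu-cAMP/anti-cAMP TR-FRET, emission 671 nm; Times: 30-min compound, 1-h challenge, 1-h detection, room temperature.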
# NR2F2 inh = inhibitors of human COUP-TFII (NR2F2); HEK293T NGFI-A luciferase reporter, luminescence; AID 686940; 0.7% of 370,000 active; P24468; inhibition, % at 8.6 µM;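 active = inhibition above a per-plate cutoff, mean inhibition of test wells between control levels plus 3 SD, cut at about 38% in these data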;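 note: cells cotransfected with COUP-TFII expression vector driving the NGFI-A reporter; 0% = median of COUP-TF2 test wells and 100% = reporter-only cells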
# NOD2 RIPK2 PPI = NOD2-RIPK2 protein interaction inhibition; 0.38% of 360,000 active; CHO BLA complementation NOD2-RIPK2, CCF4 ratio; O43353; inhibition, % at 4.98 µM; in the data active = inhibition above about 21%;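 note: 0% = vehicle only and 100% = reference blocker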
# NCOA2 inhibitor = human SRC2 (NCOA2) inhibition. Q15596. HEK293 GAL4-SRC2 luciferase reporter, luminescence. inhibition, % at 9 µM. 0.17% of 370,000 active. AID 651957;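 active = inhibition above the mean inhibition of all tested compounds plus 3 SD, set per campaign, cut at about 52% in these data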;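 note: 0% = DMSO treated cells and 100% = cells given Gossypol at 36 µM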
# ABHD5 PLIN5 PPI = inhibitors of human ABHD5-perilipin-5 interaction. Q00G26+Q8WTS1. Split G. princeps luciferase complementation, luminescence, 4 h. inhibition, % at 4 µM. 0.78% of 360,000 active. AID 602281;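 active = inhibition above the mean inhibition across every tested compound plus 3 SD, cut at about 22% in these data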;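 note: 0% = DMSO only wells and the 100% control is not disclosed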
# LMP1 NFkB inh = inhibitors of Epstein-Barr LMP1-induced NF-kappaB reporter | LMP1-induced NF-kappaB luciferase reporter cells, luminescence | AID 504558 | 0.69% of 350,000 active | inhibition, % at 12.5 µM; in the data active = inhibition above about 41%;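 note: 0% = neutral control wells and 100% = reference inhibitor control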
# TLR9-MyD88 block = blocks human TLR9 binding to MyD88 | 0.21% of 340,000 active | Q9NR96+Q99836 | CHO BLA complementation TLR9-MyD88, CCF4 FRET ratio | inhibition, % at 4.98 µM;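 active = inhibition above the mean over all tested compounds plus 3 SD, cut at about 21% in these data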;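 note: 0% = DMSO only wells and 100% = clavulanate BLA inhibitor control wells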
# SRC3 inh = inhibitors of human steroid receptor coactivator 3 (SRC3); 0.17% of 360,000 active; HEK293 GAL4-SRC3 luciferase reporter, luminescence; Q9Y6Q9; inhibition, % at 3.6 µM;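 active = inhibition above a per-campaign cutoff, the mean of all compounds plus 3 SD, cut at about 60% in these data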;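 note: 0% = DMSO-treated cells and 100% = gossypol-treated cells at 36 µM; higher means less SRC3-driven luciferase light from the GAL4 reporter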
# NCOA1 inh = inhibits human SRC1 coactivator; Q15788; HEK293 GAL4-SRC1 luciferase reporter, luminescence; inhibition, % at 3.6 µM; 0.12% of 360,000 active; AID 588354;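 active = inhibition above the campaign mean plus 3 SD, with each screening campaign given its own cutoff, cut at about 60% in these data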;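 note: 0% = DMSO treated cells and 100% = gossypol at 36 µM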
# NR5A2 inv ag = NR5A2 inverse agonism in reporter assay; inhibition, % at 3.6 µM; 0.13% of 360,000 active; AID 602396; O00482; HEK293T StAR-luciferase reporter, LRH-1 transfected, 24 h;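 active = inhibition above the mean inhibition of all tested compounds plus 3 SD, cut at about 73% in these data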;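 note: 0% = DMSO wells and 100% = reporter-only cells lacking LRH-1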
# * marks the source's active call; other numbers are inactive results; . = not tested or not shown.
SMILES,MC4R ag barr,MC4R antagonist,NR2F2 inh,NOD2 RIPK2 PPI,NCOA2 inhibitor,ABHD5 PLIN5 PPI,LMP1 NFkB inh,TLR9-MyD88 block,SRC3 inh,NCOA1 inh,NR5A2 inv ag
Cc1ccc(C(=O)NC(=S)N2CCCC2)cc1,-2.0,-5,-9,0,-4,-1,-8,-8,5,-41,-4
CCC(=O)Nc1ccc(NC(=S)NC(=O)Cc2ccccc2)cc1,-1.8,2,0,5,-10,0,3,-6,-6,-6,7
COc1ccc(CCn2nnc3ccccc3c2=O)cc1OC,-2.4,7,-19,-3,-29,0,-25,-11,-58,-69,-117
CCOc1ccc2nc(N/C(N)=N/C(=S)Nc3ccc(OC)cc3)nc(C)c2c1,-3.4,-5,-12,3,10,-13,-1,-6,14,10,5
Cc1ccc(C)n1-c1ccc(N(C)C)cc1,-1.7,-4,18,8,12,-4,-18,7,-17,-17,-20
O=C(Nc1ccc(N2CCCC2)cc1)c1cccc(Cl)c1,11*,-5,-30,2,-31,-1,-21,-1,-118,-95,-152
CCCCn1c(N2CCC(Cc3ccccc3)CC2)nc2c1c(=O)[nH]c(=O)n2C,6.3,3,10,1,5,6,-3,5,10,6,8
CC(C)c1ccc(NC(=O)Nc2nc(C(N)c3ccccc3)cs2)cc1 (stereo unspecified),5.2,-1,4,4,0,-5,.,.,5,2,8
Cc1nn(-c2ccccc2)c(Cl)c1C(=O)NCC(C)c1ccccc1 (stereo unspecified),-0.3,5,-9,-8,-5,-3,5,-2,-22,-26,-10
COC(=O)c1ccc(N=Cc2c(-c3ccccc3)[nH][nH]c2=O)cc1,-1.7,11,-4,-13,13,0,-3,2,6,-48,2
O=C(c1ccc(S(=O)(=O)N2CCCC2)cc1)N1CCCCCC1,-0.4,6,9,-6,-4,1,-2,-4,6,-6,18
CCc1ccc2c(CN3CCN(Cc4ccccc4)CC3)cc(=O)oc2c1,0.9,3,24,1,16,-3,-5,-7,-3,-10,17
Cc1ccc(Cn2nnc(C(=O)Nc3cc(C)ccc3C)c2N)cc1,1.5,13,-19,-1,2,4,5,-3,11,-8,13
CCc1ccc(-c2nc(CS(=O)CC(=O)NCc3cccnc3)c(C)o2)cc1 (stereo unspecified),-2.5,0,10,-4,13,0,-11,-2,-6,-34,2
Cc1ccc(S(=O)(=O)N2CCN(C(=O)COC(=O)c3c(C)noc3C)CC2)c(C)c1,1.3,-1,15,-9,10,-8,-5,5,12,-7,1
CC(=O)c1ccc(OCC(=O)N2CCN(S(=O)(=O)c3ccc(C)cc3C)CC2)cc1,-2.0,7,15,-9,21,2,-2,0,12,5,8
COc1ccc(S(=O)(=O)NCc2ccncc2)cc1NC(=O)c1ccccc1C,-1.6,15,-12,-4,-31,10,5,2,16,9,5
COC[C@@H]1CCCN1[C@@H]1CS(=O)(=O)N[C@H]1COCc1ccccc1,.,.,-2,7,3,-3,.,.,8,-6,19
Cc1cccc(N2CCN(C(=S)NCCc3ccccc3)CC2)c1C,0.7,-2,-13,-5,-22,2,4,1,15,0,-14
N#Cc1ccccc1Sc1ccccc1C(=O)OCC(=O)NC1CCS(=O)(=O)C1 (stereo unspecified),-0.4,19,-5,-10,1,-5,-3,-12,-7,-20,-22
CN(C)C(=O)c1ccc(NC(=O)CSc2nnc(-c3ccc4c(c3)OCO4)o2)cc1,-0.3,7,-14,-4,-5,1,-9,4,-4,3,3
COc1ccccc1NC(=S)N1CCN(C(=O)c2ccco2)CC1,-2.5,11,-29,1,-1,-4,10,0,12,-1,9
CCOC(=O)c1csc(NC(=O)c2ccccc2)n1,-0.5,3,-68,-11,-64,11,-27,0,-89,-166,-107
CCNC(=O)CN(c1ccc(OC)c(OC)c1)S(=O)(=O)c1ccccc1,-2.8,3,3,5,-19,-6,-8,4,18,-1,-3
O=C(O)CSc1ncnc2sc3c(c12)CCCC3,-0.9,-2,-23,0,11,-2,-1,3,11,-5,-4
SMILES,MC4R ag barr,MC4R antagonist,NR2F2 inh,NOD2 RIPK2 PPI,NCOA2 inhibitor,ABHD5 PLIN5 PPI,LMP1 NFkB inh,TLR9-MyD88 block,SRC3 inh,NCOA1 inh,NR5A2 inv ag
O=C(/C(=C/c1cccnc1)n1ccnc1)c1ccc(Cl)cc1Cl,1.6,9,14,-2,0,6,16,-4,16,-20,12
Cc1onc(-c2ccccc2Cl)c1C(=O)Nc1ccc(-n2nncc2-c2ccco2)cc1,3.6,21,.,7,.,-8,4,-8,-2,5,-52
COc1ccc(N(CC(=O)Nc2cccc(F)c2)S(=O)(=O)c2c(C)[nH]c(=O)[nH]c2=O)cc1,1.5,7,-2,7,-22,3,1,3,11,-19,-22
COc1ccc(-c2nc(NC(=O)C3CC(=O)N(c4ccc5c(c4)OCCO5)C3)sc2C)cc1 (stereo unspecified),2.0,-9,18,-4,45,1,39,-2,13,4,9
COc1cc2c(cc1NC(=S)NC(=O)/C=C/c1ccc(OC)c(OC)c1)oc1ccccc12,1.8,-7,-8,5,-24,10,2,-5,21,-15,-1
O=C(COC(=O)c1ccc(Cl)cc1[N+](=O)[O-])NCc1ccco1,-0.3,6,10,5,-3,9,0,-7,21,-6,1
CN(c1ccc(C(=O)Nc2cccc([N+](=O)[O-])c2)cc1)S(C)(=O)=O,0.0,3,-39,6,-1,-2,-1,4,-11,-13,-6
CCOC(=O)/C=C/c1cnn(-c2ccccc2)c1,-0.9,20,-37,5,-19,5,-30,4,-85,-81,-133
COc1ccccc1CNS(=O)(=O)c1cccs1,-1.2,1,4,-5,-23,6,4,-3,0,2,5
Clc1ccccc1/C=C/c1ccnc2ccccc12,1.6,3,-25,0,-31,5,-9,11,-33,-66,-13
COc1cc(-c2cnc3c(NC(C)=O)cc(-c4ccc(N5CCN(C)CC5)cc4)cn23)cc(OC)c1OC,3.0,0,41*,3,13,4,.,.,14,27,-18
CCC(C)c1ccccc1NC(=O)COC(=O)C1=COCCO1 (stereo unspecified),0.2,-1,11,8,-10,1,-3,-2,4,-39,-3
COc1ccc(CCNc2oc(-c3ccco3)nc2C#N)cc1,-0.9,9,-4,5,19,-6,-6,1,12,-10,-14
CC(C)CN(C(=O)COC(=O)c1ccccc1Sc1ccccc1C#N)C1CCS(=O)(=O)C1 (stereo unspecified),1.0,-4,-14,4,-5,10,4,-4,13,6,4
Cc1cc(F)ccc1S(=O)(=O)N1CCCOC1CNC(=O)C(=O)NCc1ccco1 (stereo unspecified),-1.4,6,-31,-6,2,-5,-2,-6,6,-24,11
CC(=O)NCCC(=O)N1CCCC(N(C)CCc2ccccc2)C1 (stereo unspecified),-0.7,12,6,-4,-5,1,1,-21,0,11,-3
CCN(CC)S(=O)(=O)c1ccc(NC(=O)[C@@H](NC(=O)c2cc(OC)cc(OC)c2)C(C)C)cc1,0.3,25,12,-9,-9,1,-2,-5,17,2,-10
Cc1cccnc1C1=NOC(Cc2ccccc2)C(=O)N1Cc1ccccc1F (stereo unspecified),0.3,12,13,4,-10,-7,.,.,19,3,4
Cc1c(C(=O)N/N=C/c2ccncc2)nnn1-c1nonc1N,-0.3,6,7,-2,-24,9,-2,1,14,-8,6
COc1ccccc1CNC(=O)c1ccc2nc3[nH]c4ccccc4c3nc2c1,0.6,27,-1,-5,-32,7,-37,-7,-4,-9,-19
COc1ccc(S(=O)(=O)N2CCCCCC2)cc1NC(=O)c1ccccc1,-1.5,3,7,1,23,0,-14,-12,-24,11,-14
Clc1cccc(Oc2ncccn2)c1,1.4,31*,12,0,0,0,-1,3,-3,2,2
COC(=O)c1ccc(CNC(=O)COC(=O)CNS(=O)(=O)c2ccc(C)cc2)cc1,1.6,1,-2,-6,-5,0,-8,-2,11,2,7
COc1ccccc1N1CCN(S(=O)(=O)c2c(C)[nH]c(C)c2C(=O)N2CCCCC2)CC1,-1.1,8,-12,-4,-12,-4,2,-6,8,-1,9
O=C(NCC(=O)N(Cc1ccco1)C(C(=O)NC1CCCC1)c1ccncc1)c1cccs1 (stereo unspecified),-1.6,2,6,-4,18,7,7,5,3,0,8
SMILES,MC4R ag barr,MC4R antagonist,NR2F2 inh,NOD2 RIPK2 PPI,NCOA2 inhibitor,ABHD5 PLIN5 PPI,LMP1 NFkB inh,TLR9-MyD88 block,SRC3 inh,NCOA1 inh,NR5A2 inv ag
O=C(NCCCN1CCOCC1)c1ccccc1,-0.6,4,-10,3,-8,1,1,0,6,6,-4
CS(=O)(=O)N(CC(=O)NC1CCCC1)c1ccc2c(c1)OCCO2,0.9,3,-14,-7,-11,1,-2,-1,-8,-2,-4
CCN1C(=O)[C@H]2[C@H]3CN=C(SCC(=O)c4ccccc4)N3[C@@](CC)(C(=O)OC)[C@H]2C1=O,-1.7,2,15,6,-9,-21,6,-8,-18,3,10
Cc1ccc(C(=O)NCCc2nnc3ccc(SCC(=O)Nc4cc(C)on4)nn23)cc1,0.5,17,8,3,-1,1,-2,-4,15,-30,15
CCN1CCN(C(=S)Nc2sc(C)c(-c3ccccc3)c2C(=O)OC)CC1,-0.3,1,7,-7,-2,-2,-14,1,2,-18,6
COc1ccc(C(C(=O)NC(C)(C)C)N(C(=O)CNC(=O)c2cccs2)c2ccc(C)cc2)cc1OC (stereo unspecified),1.8,5,16,5,-25,1,-2,1,24,-6,-14
Cc1cc(Cl)ccc1OCC(=O)Nc1cccnc1,-1.0,-1,-39,-4,-54,-3,-1,7,-45,-51,-46
Oc1c(C(c2ccco2)N2CCN(C(c3ccccc3)c3ccccc3)CC2)sc2ncnn12 (stereo unspecified),1.4,17,4,14,8,7,9,0,-12,-3,6
COc1ccc(/C=C(\NC(=O)c2ccc(OC)c(OC)c2)C(=O)NCCc2c[nH]c3ccccc23)cc1,-2.0,-4,8,3,-36,0,-3,-10,3,-2,10
NNC(=O)C(Cc1ccc(O)cc1)N1Cc2ccccc2C1=O (stereo unspecified),0.3,25,10,1,2,8,-2,7,-9,5,44
C=CCn1c(CCc2cc(C(C)(C)C)c(O)c(C(C)(C)C)c2)n[nH]c1=S,-1.6,-2,26,-2,1,-7,5,2,21,18,4
COC(=O)C(Cc1c[nH]c2ccccc12)NC(=O)c1cncc(Br)c1 (stereo unspecified),-0.1,12,-3,-2,-13,3,4,-10,-4,-49,11
Cc1ccc(NC(=O)CN(C)C(=O)COC(=O)[C@@H](NC(=O)c2ccccc2F)C(C)C)cc1,-3.5,13,4,2,2,2,-10,-9,5,2,7

# Quoted from the listing.
# `COC(=O)c1ccc(CNC(=O)COC(=O)CNS(=O)(=O)c2ccc(C)cc2)cc1` @ NCOA1 inh: 2
# `COc1ccc(C(C(=O)NC(C)(C)C)N(C(=O)CNC(=O)c2cccs2)c2ccc(C)cc2)cc1OC` (stereo unspecified) @ NR2F2 inh: 16
# `O=C(NCCCN1CCOCC1)c1ccccc1` @ NCOA2 inhibitor: -8

# The list is partial; the hit share may differ from the screen's.
